Screening data deposited in PubChem BioAssay by several laboratories.
bIAP activator: increases bovine intestinal alkaline phosphatase activity; activation factor at 20 µM; 200,000 compounds, 0.17% hits; purified bovine IAP, CDP-star luminescence, 30 min; stronger effect = higher value; fold of DMSO-control signal, blank-subtracted;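 active means activation factor of 2 or more at 20 µM, a signal rise over negative controls twice the positive control's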
PPARg SRC-2 ag: PPARgamma-driven SRC-2 recruitment agonism. activation, % at 8 µM. AID 1032. P37231. PPARgamma LBD-SRC-2 recruitment, biochemical. 200,000 compounds, 0.34% hits; in the data active means activation above about 22%;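 further: 0% = vehicle and 100% = reference agonist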
PPARg SRC-3 ag: agonists of human PPARgamma SRC-3 coactivator recruitment; P37231; biochemical PPARgamma/SRC-3 coactivator recruitment assay; activation, % at 8 µM; 200,000 compounds, 0.26% hits; in the data active means activation above about 23%;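 further: 0% = DMSO and 100% = reference agonist; some compounds past the cut are filed as inactive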
PPARg SRC1 recr: promotes SRC-1 coactivator recruitment by human PPARgamma; P37231; PPARgamma-SRC-1 coactivator recruitment biochemical assay; activation, % at 8 µM; 200,000 compounds, 0.41% hits; AID 631; in the data active means activation above about 19%;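 further: 0% = DMSO and 100% = reference agonist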
TLR4 MyD88 comp: inhibitors of human TLR4-MyD88 binding | HeLa CL3-4 TLR4/MyD88 BLA complementation, FRET ratio | 200,000 compounds, 0.18% hits | O00206+Q99836 | inhibition, % at 8.4 µM | AID 861; in the data active means inhibition above about 25%;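 further: 0% = vehicle and 100% = reference inhibitor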
Target sequence (O00206 whole entry, looked up): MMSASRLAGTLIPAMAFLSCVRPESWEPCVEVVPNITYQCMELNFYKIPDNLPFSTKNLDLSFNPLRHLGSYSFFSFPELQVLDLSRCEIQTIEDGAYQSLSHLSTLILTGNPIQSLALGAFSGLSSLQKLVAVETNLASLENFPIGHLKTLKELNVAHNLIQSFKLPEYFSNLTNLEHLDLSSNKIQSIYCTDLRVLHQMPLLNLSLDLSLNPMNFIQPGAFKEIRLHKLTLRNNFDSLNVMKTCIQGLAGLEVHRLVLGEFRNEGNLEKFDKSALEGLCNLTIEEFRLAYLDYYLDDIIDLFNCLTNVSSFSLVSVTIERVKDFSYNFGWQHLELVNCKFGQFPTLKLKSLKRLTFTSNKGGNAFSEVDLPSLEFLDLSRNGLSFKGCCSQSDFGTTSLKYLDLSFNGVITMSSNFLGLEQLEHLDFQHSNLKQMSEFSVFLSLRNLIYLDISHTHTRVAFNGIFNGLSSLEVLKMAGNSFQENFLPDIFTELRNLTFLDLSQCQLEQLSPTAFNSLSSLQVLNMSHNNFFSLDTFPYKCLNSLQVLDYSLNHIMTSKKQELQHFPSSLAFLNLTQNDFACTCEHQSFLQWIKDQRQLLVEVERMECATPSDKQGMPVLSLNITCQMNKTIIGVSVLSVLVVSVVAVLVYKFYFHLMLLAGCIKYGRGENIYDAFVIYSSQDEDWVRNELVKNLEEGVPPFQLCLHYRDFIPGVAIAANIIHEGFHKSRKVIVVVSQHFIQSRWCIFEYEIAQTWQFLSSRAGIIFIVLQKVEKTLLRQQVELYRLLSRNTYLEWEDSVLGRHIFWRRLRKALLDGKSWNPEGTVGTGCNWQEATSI
Target sequence (Q99836 whole entry, looked up): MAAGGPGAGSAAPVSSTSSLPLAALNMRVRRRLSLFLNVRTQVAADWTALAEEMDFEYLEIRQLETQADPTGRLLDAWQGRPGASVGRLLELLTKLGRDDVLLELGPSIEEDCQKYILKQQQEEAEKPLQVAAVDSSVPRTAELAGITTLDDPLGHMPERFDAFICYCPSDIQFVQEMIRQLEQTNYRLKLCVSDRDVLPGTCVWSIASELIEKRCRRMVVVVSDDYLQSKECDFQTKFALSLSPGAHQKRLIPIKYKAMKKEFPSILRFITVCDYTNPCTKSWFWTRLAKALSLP
bIAP inh: intestinal alkaline phosphatase (bovine) inhibition. purified bovine IAP, CDP-star luminescence, 30 min. inhibition, % at 20 µM. 190,000 tested, under 10 active;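 active means over 50% inhibition of intestinal alkaline phosphatase at 20 µM in the single-dose screen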
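Assay system – bovine IAP enzyme · Quantity – bovine IAP at 1/65,000,000 final dilution · Detection – CDP-star luminescence signal · Times – 30 min reaction at room temperature · Also added – CDP-star substrate at 30 µM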
L major viab: reduces viability of Leishmania major promastigotes; resazurin fluorescence viability; inhibition, % at 10 µM; 200,000 compounds, 9% hits; AID 1063; in the data active means inhibition above about 50%;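 further: promastigotes grown with compound for 44 hours at 28 °C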
SRC2 TRFRET art: counter-screen for PPARgamma SRC-2 recruitment agonists: TR-FRET artefact | TR-FRET ratio at 8 µM | stronger effect = higher value | AID 1049 | 200,000 compounds, 0.4% hits; in the data active means TR-FRET ratio above about 2000; further: inactives centre near 1500; reference of the scale not given here
ROMK primary: human ROMK K+ channel modulation, primary screen. P48048. Tet-inducible ROMK, thallium flux fluorescence; actives lie on both sides. B-score at 10 µM. 130,000 compounds, 2% hits;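 active means signal ratio slope over the read window, or its plate-corrected B-score, at least 3 SD from the plate mean, either direction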;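 further: B-score of the F/F0 ratio slope over 7 to 12 s after thallium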
Redox H2O2 prof: compounds producing H2O2 with reducing agent – biochemical, NIH compound library profiling, artefact control for MLSCN library redox annotation, primary screen. DTT-dependent redox cycling H2O2, phenol red/HRP absorbance; 100% = 100 µM peroxide control, 0% = buffer. 200,000 compounds, 0.03% hits. activation, % at 10 µM;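 active means activation of at least 50% relative to the plate's high and low controls in the primary single-dose screen; inactive means activation below 50%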;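 further: compound incubated with DTT at 0.8 mM final as the reducing agent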
S1P3 antag: blocks the human S1P3 receptor; Q99500; inhibition, % at 4.98 µM; 170,000 compounds, 0.27% hits; CHO S1P3 NFAT-BLA reporter, FRET fluorescence, antagonist mode;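 active means inhibition above the plate cutoff, the mean inhibition of test wells on that plate plus 3 SD, cut at about 28% in these data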;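 further: cells challenged with S1P at its EC80 of 0.8 µM; blue over green emission ratio from cleaved BLA substrate after 4 h stimulation; 0% = S1P-stimulated wells and 100% = unstimulated DMSO-only wells; some compounds past the cut are filed as inactive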
* marks the source's active call; other numbers are inactive results; / = no result given.

SMILES | bIAP activator | PPARg SRC-2 ag | PPARg SRC-3 ag | PPARg SRC1 recr | TLR4 MyD88 comp | bIAP inh | L major viab | SRC2 TRFRET art | ROMK primary | Redox H2O2 prof | S1P3 antag
COC(=O)c1cnc(SCc2ccc(Cl)cc2)n1C | 0.8 | -1 | -2 | 1 | -2 | 15 | 1 | 1491 | -2.2 | -1.7 | -10
O=S(=O)(NCc1ccco1)c1cccc2cccnc12 | 0.9 | -8 | -7 | -5 | 2 | 12 | -2 | 1490 | 1.3* | 16 | -13
Cc1ccc(C(=O)Nc2nnc(-c3ccco3)o2)cc1C | 0.8 | -7 | -8 | -1 | 3 | 20 | 19 | 1488 | / | 0.5 | -5
Cc1c(NC2(C#N)CCCC2)c(=O)n(-c2ccccc2)n1C | 1 | 5 | 2 | 4 | 1 | 3 | 0 | 1509 | 0.072 | 0.0 | -13
CCC(C(=O)NN1C(=O)c2ccccc2C1=O)c1ccccc1 (stereo not drawn) | 1.2 | 1 | 0 | -5 | -4 | -15 | 0 | 1579 | 0.23 | -1.3 | -16
CCCc1cc(=O)[nH]c(SCC(=O)C(C)(C)C)n1 | 0.9 | -2 | -3 | -5 | 14 | 12 | -4 | 1289 | 0.11 | 0.1 | /
Cc1[nH]n(-c2ccccc2)c(=O)c1C=NCC1CCCO1 (stereo not drawn) | 1 | 0 | -1 | 4 | -6 | 2 | -3 | 1461 | 1.1 | 0.1 | -16
COc1cccc(Nc2ccc(-n3ccnc3)nn2)c1 | 0.9 | 8 | 1 | 1 | -13 | 9 | 1 | 1527 | -1.2 | 0.7 | 1
Cc1ccc(-c2nc(CS(=O)(=O)CC(=O)N3CCCCCC3)c(C)o2)cc1 | 1 | -1 | 7 | 7 | 5 | 3 | -1 | 1376 | / | -0.3 | -13
C=C(C)CNC(=S)NNC(=O)CCn1c2ccc(Cl)cc2c2cc(Cl)ccc21 | 1 | 8 | -3 | 1 | -4 | 1 | 43 | 1383 | 0.75 | 0.0 | -10
COc1ccc(N=C2C(=O)N3c4c(cccc42)C(C)=CC3(C)C)cc1 | 1 | 3 | 0 | 10 | 3 | 4 | 97* | 1477 | / | 0.4 | -34
COC(=O)c1c(C)oc2ccc(NS(=O)(=O)c3cc(OC)ccc3OC)cc12 | 0.8 | -4 | -14 | 0 | 12 | 17 | -5 | 1415 | 0.1 | 0.8 | 10
Cc1ccccc1NC(=O)CN1C(=O)NC2(CCCCC2)C1=O | 1 | 4 | 1 | -4 | -9 | 5 | -2 | 1440 | -0.14 | -0.2 | /
COc1ccc2cc(C(=O)C3CCCN(Cc4cnc(N5CCOCC5)s4)C3)ccc2c1 (stereo not drawn) | 1 | 3 | 3 | 4 | 5 | 4 | 10 | 1678 | 0.21 | 0.0 | -18
C[n+]1ccc(/C=C/c2ccc(Br)cc2)cc1 | 1 | 12 | 9 | 4 | 2 | 3 | 86* | 1649 | / | -4.5 | /
CCOC(=O)c1c(NC(=O)C2COc3ccccc3O2)sc2c1CC(C)(C)NC2(C)C (stereo not drawn) | 1 | 0 | 0 | -5 | -3 | 4 | 99* | 1570 | / | 0.0 | 6
COc1ccc(OCC(=O)NC2CC(C)(C)NC(C)(C)C2)cc1 | 1 | 8 | 3 | 7 | -8 | 2 | -7 | 1620 | -0.42 | 0.4 | -15
COc1ccc(CCn2c(=O)[nH]c3cc(C(=O)NCCN4CCOCC4)ccc3c2=O)cc1OC | 1.1 | 9 | 8 | -2 | 12 | -6 | -2 | 1565 | 0.14 | -0.2 | /
CC(NC(=O)COC(=O)CSCc1ccccc1)c1ccccc1 (stereo not drawn) | 1.1 | -3 | -2 | 0 | 2 | -6 | 1 | 1481 | -0.048 | -1.6 | -17
O=C(Cc1ccccc1)NCCSCc1ccco1 | 0.9 | -2 | 2 | 4 | 4 | 13 | 0 | 1496 | -0.36 | 0.0 | /
CC1CCN(CCOc2cccc(Br)c2)CC1 | 1.1 | -7 | -9 | -3 | -1 | -10 | 71* | 1519 | / | 0.0 | 0
Fc1ccccc1N1CCN(c2ncnc3[nH]ncc23)CC1 | 1.3 | -2 | 1 | 0 | 0 | -27 | -8 | 1354 | / | -1.6 | 4
COc1ccc(NC(=O)c2cc(C)on2)cc1 | 0.9 | -7 | -1 | 0 | 10 | 13 | -3 | 1391 | 0.052 | -0.1 | -7
COCCNC(=O)c1ccccc1-c1nc(-c2ccccc2OC)no1 | 0.9 | 7 | 4 | 2 | -12 | 7 | -4 | 1439 | / | 3.4 | -12
CCOC(=O)c1ccc(S(=O)(=O)Nc2ccc3cn[nH]c3c2)cc1 | 1 | 0 | 4 | 0 | -7 | 2 | 68* | 1577 | / | -7.4 | /
CCS(=O)(=O)N1CCC(C(=O)c2ccc(Cl)cc2)CC1 | 0.9 | 3 | -1 | 1 | 0 | 6 | 3 | 1594 | / | 0.8 | /
Cc1conc1NC(c1cccs1)c1ccc2cccnc2c1O (stereo not drawn) | 1.2 | 13 | 11 | 6 | -6 | -24 | 99* | 1621 | / | -0.7 | -21
O=C(COC(=O)c1ccc(Br)cc1)Nc1ccccc1Br | 1 | 1 | 9 | 1 | 4 | 2 | -4 | 1703 | 0.33 | -0.9 | -12
NC(=O)NC(=O)COC(=O)c1ccc(Cl)c(S(=O)(=O)N(Cc2ccccc2)c2ccc(Cl)cc2)c1 | 0.7 | -1 | -4 | 2 | -5 | 26 | 1 | 1341 | -0.63 | -0.2 | -3
c1ccc(Oc2nc(N3CCOCC3)nc(N3CCOCC3)n2)cc1 | 1 | -2 | -7 | 1 | -4 | 4 | 1 | 1408 | -2 | 0.3 | /
Nc1nc(SCC(=O)NCC2CCCO2)[nH]c(=O)c1NC(=O)c1ccco1 (stereo not drawn) | 1.1 | 9 | 2 | 8 | -4 | -11 | -5 | 1818 | / | -0.5 | -11
CCNC(=S)Nc1cc(C)ccn1 | 0.9 | -4 | 3 | 2 | -8 | 8 | -4 | 1569 | -0.54 | 0.2 | -5
O=[N+]([O-])c1ccc(Nc2ccccn2)c([N+](=O)[O-])c1 | 1 | 17 | 8 | 9 | -2 | 2 | 2 | 1669 | -0.19 | 0.7 | -10
CC(C)(C)/C(O)=C/c1nc2ccccc2[nH]c1=O | 1.2 | 3 | 3 | 3 | 4 | -20 | -5 | 1748 | / | 0.3 | 8
N#Cc1cnc(N)c(Br)c1 | 1 | 3 | 2 | 5 | -16 | -4 | -4 | 1577 | 0.44 | -0.1 | -14
CCCc1[nH]nc2c1C(c1ccc(OCCN3CCOCC3)c(OC)c1)C(C#N)=C(N)O2 (stereo not drawn) | 1.2 | 2 | -1 | 5 | -8 | -18 | -6 | 1424 | 0.084 | 0.0 | -29
COc1ccc(CNS(=O)(=O)c2ccc(OC)cc2)cc1 | 0.8 | -7 | 4 | -2 | 23 | 17 | 6 | 1414 | / | 2.5 | -13
Cc1ccn2c(C(=O)CSc3ccc(Cl)cc3)c(C)nc2c1 | 0.9 | -6 | -5 | -2 | 3 | 11 | 0 | 1577 | / | 1.1 | /
CCOc1ccc(NC(=O)Cn2c(=O)oc3ccccc32)cc1 | 1.1 | -7 | -5 | 0 | -2 | -11 | -6 | 1672 | -0.13 | -0.1 | /
COc1ccc(C(=O)OCC(=O)NCC2CCCO2)cc1 (stereo not drawn) | 1 | -6 | -2 | -2 | 3 | 0 | -9 | 1432 | -0.24 | 0.1 | -23
Cc1ccc(Cn2c(SC3CCOC3=O)nc3ccccc3c2=O)cc1 (stereo not drawn) | 1 | 0 | -2 | 4 | -6 | 4 | 1 | 1501 | / | 0.9 | -8
COc1ccc(NC(=S)NCc2cccs2)c(OC)c1 | 0.9 | 5 | 3 | -7 | -12 | 6 | 53* | 1478 | / | / | -2
CN1CCN(NC(=O)c2ccccc2F)CC1 | 1 | 8 | 10 | 2 | 6 | 4 | -4 | 1522 | / | 16 | /
CCc1cn(S(=O)(=O)c2ccccc2OC)nc1N | 0.9 | 1 | 2 | -2 | 2 | 8 | 3 | 1435 | 0.16 | 0.1 | /
CCOC(=O)c1ccc(N=c2sc(C(=O)OC)cc(=O)n2CCCN2CCOCC2)cc1 | 1 | 4 | -8 | -5 | -10 | 1 | 100* | 1257 | / | -0.8 | 1
COC(=O)c1ccccc1NC(=O)N1CCN(c2ccccc2F)CC1 | 1 | 1 | -4 | 4 | -12 | 2 | 2 | 1345 | / | -0.7 | -2
CN(C)c1ccc(/C=N/NC(=O)c2ccccc2O)o1 | 1.3 | -8 | 4 | 2 | -2 | -27 | 2 | 1481 | / | 9.0 | -4
N#Cc1cc(-c2ccccc2)nnc1Oc1ccccc1Cl | 0.9 | -1 | 0 | 2 | -9 | 11 | -2 | 1626 | / | 1.9 | /
Nc1nc(NC(=O)CCCC(=O)O)nn1-c1ccccc1 | 1 | 2 | 0 | 4 | 1 | 1 | -5 | 1524 | / | -1.0 | -13
C/C=C/C(=O)OCC(=O)Nc1ccc(C)c(S(=O)(=O)N(C)C)c1 | 0.9 | 2 | 0 | 0 | 7 | 6 | -7 | 1679 | 1.3 | -0.1 | 14
CC(=O)c1cccc(NC(=O)c2csc(-n3nc(C)cc3C(F)(F)F)n2)c1 | 1 | 1 | -2 | -1 | -3 | -1 | -1 | 1425 | / | 4.1 | /
CCOc1ccc(S(=O)(=O)NCc2ccncc2)cc1 | 1 | 2 | -6 | -2 | 3 | -5 | -3 | 1486 | -1.1 | 0.0 | /

Arranged by SMILES length (rising): part of the list above.
SMILES | bIAP activator | PPARg SRC-2 ag | PPARg SRC-3 ag | PPARg SRC1 recr | TLR4 MyD88 comp | bIAP inh | L major viab | SRC2 TRFRET art | ROMK primary | Redox H2O2 prof | S1P3 antag
O=C(Cc1ccccc1)NCCSCc1ccco1 | 0.9 | -2 | 2 | 4 | 4 | 13 | 0 | 1496 | -0.36 | 0.0 | /
COc1cccc(Nc2ccc(-n3ccnc3)nn2)c1 | 0.9 | 8 | 1 | 1 | -13 | 9 | 1 | 1527 | -1.2 | 0.7 | 1
Fc1ccccc1N1CCN(c2ncnc3[nH]ncc23)CC1 | 1.3 | -2 | 1 | 0 | 0 | -27 | -8 | 1354 | / | -1.6 | 4
CCOc1ccc(NC(=O)Cn2c(=O)oc3ccccc32)cc1 | 1.1 | -7 | -5 | 0 | -2 | -11 | -6 | 1672 | -0.13 | -0.1 | /
COCCNC(=O)c1ccccc1-c1nc(-c2ccccc2OC)no1 | 0.9 | 7 | 4 | 2 | -12 | 7 | -4 | 1439 | / | 3.4 | -12
C/C=C/C(=O)OCC(=O)Nc1ccc(C)c(S(=O)(=O)N(C)C)c1 | 0.9 | 2 | 0 | 0 | 7 | 6 | -7 | 1679 | 1.3 | -0.1 | 14
Nc1nc(SCC(=O)NCC2CCCO2)[nH]c(=O)c1NC(=O)c1ccco1 (stereo not drawn) | 1.1 | 9 | 2 | 8 | -4 | -11 | -5 | 1818 | / | -0.5 | -11
Cc1ccc(-c2nc(CS(=O)(=O)CC(=O)N3CCCCCC3)c(C)o2)cc1 | 1 | -1 | 7 | 7 | 5 | 3 | -1 | 1376 | / | -0.3 | -13
